AT treatment: qHTS Assay for Identifying a Potential Treatment of Ataxia-Telangiectasia; […] A-T fibroblasts, KAP-1 phosphorylation AlphaLISA; neocarzinostatin DNA damage 30 min before lysis; Potency, µM (titrated, usually from 57.5 µM), for inactives: at the highest dose activation, most hits filed as activators; 320,000 compounds, 0.19% hits; AID 485349, 2010; further: potency means the concentration at half of the fitted maximal effect; % of control where 0% means no effect; nearly all actives have a fitted effect of over 45% in size
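ATM-like activity read as KAP-1 phosphorylation via AlphaLISA donor/acceptor antibody pairs after lysis and 6 hr at 25C. Cells were ATM-null patient fibroblasts ([…], hTERT), dosed 60 min, then exposed to the DSB inducer NCS for 30 min.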
CXXC DNA block: qHTS Fluorescence Polarization Assay for Inhibitors of MLL CXXC domain - DNA interaction. Histone-lysine N-methyltransferase 2A (Homo sapiens), Q03164. MLL-CXXC / FITC-HOXA9 DNA fluorescence polarization. Potency, µM (top dose mostly 115 µM), inactives show at the highest dose activity change, negative = inhibition, hits mostly inhibitors. 290,000 compounds, 0.037% hits; active means well fitted inhibition curve with a large enough effect in the polarisation, with a control signal flat, not every such curve was filed as active; inconclusive means small, poorly fitted or top-dose-only effect, or effect the other way, or a change in a side signal; inactive means no such curve, though single readings can be large or run the other way; the % refers to the polarisation; further: potency means the concentration at half of the fitted maximal effect
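Purified MLL-CXXC (added from a 7 uM solution) was preincubated 5 min at ambient with pinned compounds in 50 mM Tris-HCl pH 7.5, 50 mM NaCl, 1 mM DTT, 0.05% BSA. Fluorescein-labeled HOX-A9 DNA (50 nM solution) followed, 30 min, then polarization read.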
GALK inhibitor: qHTS Assay for Inhibitors of Human Galactokinase (GALK) | Potency, µM (top dose mostly 57.5 µM), for inactives: at the top dose activity change, negative = inhibition, usual class: inhibitors | 270,000 compounds, 0.007% hits | AID 1868, 2009 | P51570 | Purified GALK, Kinase-Glo residual ATP luminescence; further: potency means the concentration at half of the fitted maximal effect; on the % scale 0 is the no-effect control and ±100 the full control effect
Target sequence (P51570 whole entry, looked up): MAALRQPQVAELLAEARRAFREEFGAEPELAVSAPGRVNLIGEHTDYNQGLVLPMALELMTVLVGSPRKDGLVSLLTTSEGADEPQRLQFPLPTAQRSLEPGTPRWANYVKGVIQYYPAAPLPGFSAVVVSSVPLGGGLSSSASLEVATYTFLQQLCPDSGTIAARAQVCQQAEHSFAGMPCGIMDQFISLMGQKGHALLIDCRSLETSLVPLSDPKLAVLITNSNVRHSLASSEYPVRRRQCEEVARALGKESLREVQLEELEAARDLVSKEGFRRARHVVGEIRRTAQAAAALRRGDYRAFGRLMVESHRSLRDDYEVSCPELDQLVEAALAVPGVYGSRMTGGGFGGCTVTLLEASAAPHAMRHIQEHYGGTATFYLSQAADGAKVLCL
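Human GALK (5 nM) with 35 uM ATP and 100 uM galactose in 20 mM HEPES pH 8.0, 5 mM MgCl2, 60 mM NaCl, 1 mM DTT, 0.01% BSA. After 1 h at room temperature, leftover ATP was read by Kinase-Glo Plus luminescence.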
Integrin act MD: qHTS for Activators of Integrin-Mediated Alleviation for Muscular Dystrophy | alpha7betagal myoblasts, beta-gal FDG fluorescence, 48 h | Potency, µM (doses to about 38.3 µM), without a hit: top-dose activation, actives largely listed as activators | 350,000 compounds, 0.064% hits;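 further: potency means the concentration at half of the fitted maximal effect; 100% = response of the positive control SU9516; nearly all actives have a fitted effect of over 60% in size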
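alpha7betagal+/- myoblasts (passage 13, 250/well) treated 48 h at 37C with compounds at 1:260 dilution of DMSO stock. Lysed, then beta-galactosidase activity read as FDG fluorescence (ex 480/em 540) after 30 min, with pre-read for autofluorescence.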
Coupling enz: qHTS Assay for Inhibitors of Fructose-1,6-bisphosphate Aldolase from Giardia Lamblia: Coupling assay counterscreen. 290,000 compounds, 0.67% hits. activity change, negative = inhibition, % at 58.2 µM, hits read low. AID 2472, 2010. coupling enzyme system counterscreen, AmpLite Red fluorescence; in the data active means activity change below about -30%; further: on the % scale 0 is the no-effect control and ±100 the full control effect
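Counterscreen lacking aldolase: glyceraldehyde-3-phosphate coupling-enzyme reagent preincubated 10 min at RT with compound (at 57.5 uM final), then substrate/coupling system with AmpLite Red added; fluorescence read at 525/598 nm after 20 min RT.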
ASM inhibitor: Inhibitors of Secretory Acid Sphingomyelinase (S-ASM): qHTS; 340,000 compounds, 0.006% hits; Potency, µM (series often up to 57.5 µM), inactives show at the top dose activity change, negative = inhibition, actives largely listed as inhibitors; placental ASM, HMU-PC fluorogenic substrate, 60 min; AID 504937, 2011; further: potency means the concentration at half of the fitted maximal effect
Target sequence (P17405 47-631 limits assumed): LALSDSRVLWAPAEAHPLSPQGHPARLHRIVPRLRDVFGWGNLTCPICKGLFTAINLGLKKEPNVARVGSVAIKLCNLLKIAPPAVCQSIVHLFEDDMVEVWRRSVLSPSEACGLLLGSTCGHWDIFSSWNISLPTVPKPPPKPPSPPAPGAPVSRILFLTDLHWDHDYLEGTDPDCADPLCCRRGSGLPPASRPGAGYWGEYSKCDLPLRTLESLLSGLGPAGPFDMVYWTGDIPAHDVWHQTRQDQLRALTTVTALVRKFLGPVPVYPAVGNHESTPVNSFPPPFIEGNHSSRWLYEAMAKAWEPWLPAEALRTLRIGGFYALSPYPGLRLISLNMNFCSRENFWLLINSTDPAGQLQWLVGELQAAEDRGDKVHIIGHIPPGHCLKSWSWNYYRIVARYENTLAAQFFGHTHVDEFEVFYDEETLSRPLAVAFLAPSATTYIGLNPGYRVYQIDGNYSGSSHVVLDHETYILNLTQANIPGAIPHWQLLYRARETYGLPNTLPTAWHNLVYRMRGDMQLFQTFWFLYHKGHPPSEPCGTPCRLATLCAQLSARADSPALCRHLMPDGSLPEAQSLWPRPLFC
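HMU-PC0 cleavage (9 uM final) by human placental ASM, 60 min at 37 °C following 10 min compound exposure at RT; stopped at pH 10, fluorescence Ex 386/Em 447 nm.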
hERG WT inh: qHTS for Inhibitors of KCHN2 3.1: Wildtype qHTS; U2OS, BacMam KCNH2, thallium flux FluxOr; stronger effect = lower value; activity change, % at 1.84 µM; 340,000 compounds, 0.37% hits;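 active means maximum activity change below -70%; inconclusive means maximum activity change between -70% and -50%; inactive means maximum activity change above -50%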; further: on the % scale 0 is the no-effect control and ±100 the full control effect
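U2OS cells transduced with wild-type KCNH2 virus are loaded with FluxOr dye for 45 min, and thallium flux is measured in kinetic reads before and after stimulation buffer. Rate constants are normalized to DMSO controls.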
KCNH2 3.1 inh: qHTS for Inhibitors of KCHN2 3.1: Mutant qHTS; activity change, % (tested at about 1.8 µM); 340,000 compounds, 0.95% hits; Potassium voltage-gated channel subfamily H member 2, brain isoform KCNH2 3.1 (human); U2OS KCNH2 3.1, thallium flux FluxOr; stronger effect = lower value; AID 720553, 2013;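 active means maximum activity change below -70%; inconclusive means maximum activity change from -70% to -50%; inactive means maximum activity change above -50%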;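 further: thallium influx rate constant from kinetic fluorescence after stimulation buffer; on the % scale 0 is the no-effect control and ±100 the full control effect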
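U2OS cells transduced with KCNH2 3.1 mutant virus (1.77 x 10^8 /mL, 4 h), plated overnight at 37 C, loaded 45 min with FluxOr dye plus Red40 quencher. Thallium flux rate constant from kinetic reads after stimulation buffer, normalised to controls.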
MBNL1-CUG inh: qHTS Assay for Inhibitors of MBNL1-poly(CUG) RNA binding. Muscleblind-like protein 1 (Homo sapiens), Q9NR56. TR-FRET MBNL1-His/biotin-(CUG)12 binding, 665/545 ratio. Potency, µM (series often up to 57.5 µM), for the others: top-dose activity change, negative = inhibition, hits mostly inhibitors. 280,000 compounds, 0.036% hits; active means well fitted inhibition curve with a large enough effect in the signal ratio, with a control signal flat, not every such curve was filed as active; inconclusive means small, poorly fitted or top-dose-only effect, or effect the other way, or a change in a side signal; inactive means no such curve, though single readings can be large or run the other way; the % refers to the signal ratio; further: potency means the concentration at half of the fitted maximal effect; on the % scale 0 is the no-effect control and ±100 the full control effect
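TR-FRET between His-tagged MBNL1 and biotin-(CUG)12 RNA, detected with Tb anti-His antibody (0.055 ng/ul) and streptavidin-XL665 (5 nM), 60 min at room temperature. Compounds titrated 92 nM to 58 uM; 665/545 nm ratio normalized to buffer and complex controls.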
TRPV1 agonist: HTS Assay for Compounds that Act as Agonists of the Vanilloid Receptor 1; Transient receptor potential cation channel subfamily V member 1 (Homo sapiens), Q8NER1; TRPV1-expressing cells, Fluo-8 calcium influx, agonist mode; activation, % at 8.33 µM; 320,000 compounds, 0.19% hits; in the data active means activation above about 80%; inconclusive means between about 30% and that limit; further: 0% is about no effect
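Fluo-8 calcium influx in TRPV1-expressing cells, kinetic read (ex 480/em 520 nm). Compound added and read 3 min for agonist activity, followed by capsaicin at EC20 final and 2 min further read for enhancement.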
Starred values were filed as active, the others as inactive; ? = inconclusive; / = no result given; & = joins results of further samples; [ ] = remark or other dose. Unless noted, the call rests on the fitted dose curve; in most records, active means well fitted curve in the direction sought with a large enough effect; inconclusive means small, poorly fitted or top-dose-only effect, or another doubt; inactive means no such curve, though single readings can be large; an effect the other way counts as inactive or inconclusive.

Start of the data: the first 2 records (preview)
cpd	compound	AT treatment	CXXC DNA block	GALK inhibitor	Integrin act MD	Coupling enz	ASM inhibitor	hERG WT inh	KCNH2 3.1 inh	MBNL1-CUG inh	TRPV1 agonist
1	O=C1/C(=C\c2cccs2)SC(=S)N1C1CCS(=O)(=O)C1 (stereo not given)	-2%	11%	0%	-10%	2	-3%	14	6	?	0
2	CCNc1ccc(S(=O)(=O)N(C)C)cc1[N+](=O)[O-]	-3%	-7%	3%	9%	2	1%	-13	10	?	1

All compounds of this part, repeating the preview:
cpd	compound	AT treatment	CXXC DNA block	GALK inhibitor	Integrin act MD	Coupling enz	ASM inhibitor	hERG WT inh	KCNH2 3.1 inh	MBNL1-CUG inh	TRPV1 agonist
1	O=C1/C(=C\c2cccs2)SC(=S)N1C1CCS(=O)(=O)C1 (stereo not given)	-2%	11%	0%	-10%	2	-3%	14	6	?	0
2	CCNc1ccc(S(=O)(=O)N(C)C)cc1[N+](=O)[O-]	-3%	-7%	3%	9%	2	1%	-13	10	?	1
3	CCCNC(=O)CNC(=S)N(Cc1ccccc1F)C1CCCCC1	-2%	-2%	5%	-10%	-3	0%	8	14	-5%	22
4	Cc1ccc(-c2cc(C(=O)NCCc3ccc(S(N)(=O)=O)cc3)c3ccccc3n2)cc1	-3%	-10%	-1%	-1%	-1	3%	2	-6	38%[activator]	2
5	O=C(O)c1ccc(-c2ncc[nH]2)cc1	0%	4%	8%	14%	-1	0%	-4	0	-3%	0
6	Cc1ccc(C2N(c3ccccc3)C(=S)N3CCCN23)cc1 (stereo not given)	4%	14%	-4%	19%	-2	2%	5	2	-1%	3
7	CCOC(=O)c1cc(NC(=O)SCC(=O)O)c(C)nc1C	-6%	-5%	0%	-8%	0	-1%	-1	-1	-6%	-12
8	COc1ccc(CC(=O)OC(C)C(=O)c2ccc(C)cc2)cc1 (stereo not given)	48%	-3%	-1%	-1%	/	0%	9	-15	-7%	-8
9	CN(C)c1ccc(-c2nc3ccccc3n2C)cc1	-4%	0%	7%	-28%	0	6%	7	-6	8%	9
10	Cc1ccc(S(=O)(=O)NCC(=O)OC(C)C(=O)NC2CCCCC2C)cc1C (stereo not given)	-11%	/	/	26%	/	-1%	17	7	/	10
11	CN1CC(=O)N(CC(=O)NCc2ccc3c(c2)OCO3)C1=O	-5%	8%	2%	25%	-1	-2%	-9	7	7%	4
12	Cc1cc(C)cc(N=C2SC(CC(=O)Nc3ccccc3)C(=O)N2CCN2CCOCC2)c1 (stereo not given)	-2%	-10%	11%	5%	2	-8%	7	1	-4%	16
13	COc1ccc(CNCCC2(C(C)C)CCOC(C)(C)C2)cc1 (stereo not given)	-4%	5%	-2%	22%	6	2%	0	13	-2%	9
14	CC(C)c1ccc(OCC(O)CN2CCN(c3ccccc3)CC2)cc1 (stereo not given)	-3%	8%	-2%	-51%&-3%[inhibitor]	0	-3%&3%	13&-23	-47&-33	-4%	2
15	CC(C)(C)N(Cc1ccccc1)C(=O)COc1cccnc1[N+](=O)[O-]	-7%	4%	-2%	-19%	-1	-2%	-2	-21	?	-1
16	Cc1ccc(NS(=O)(=O)c2cccc(C(=O)NC3CCN(Cc4ccccc4)CC3)c2)cc1	/	/	/	-49%[inhibitor]	/	3%	40	?	/	/
17	CC(OC(=O)c1cccc(-n2cnnn2)c1)C(=O)Nc1ccc(N(C)C)cc1 (stereo not given)	5%	/	/	27%	/	-1%	1	0	/	-1
18	O=C(CN1CCN(C(=O)c2ccccc2)CC1)NC(=O)NCCC1=CCCCC1	42%	/	/	-6%	/	0%	4	0	/	/
19	Cc1c(CC(=O)NCC(=O)O)c(=O)oc2cc3oc4c(c3cc12)CCCC4	40%	-20%	-4%	3%	-2	231%[activator]	18	-1	-10%	0
20	Cc1cc(C)cc(N2C(=O)C3NN=C(C(=O)OCc4ccccc4)C3C2=O)c1 (stereo not given)	6%	-7%	3%	-3%	-2	1%	-4	-2	-6%	-2
21	CCCC(NC(=O)Cc1c(C)c2cc3c(C)c(C)oc3c(C)c2oc1=O)C(=O)N[C@@H](Cc1ccccc1)C(=O)O (stereo not given in full)	10%	?	/	-11%	6	65%[activator]	20	0	2%	3
22	O=C(NCCCN1CCCC1=O)c1cccc(S(=O)(=O)N2CCN(c3ccccc3)CC2)c1	2%	6%	-2%	-12%	/	-1%	-2	11	1%	0
23	CCCCCN(C(=O)CCC(=O)OCc1ccc(C(C)(C)C)cc1)c1c(N)n(CCCC)c(=O)[nH]c1=O	7%	-2%	3%	-53%[inhibitor]	/	0%	1	/	-5%	0
24	O=C(CCn1nc(-c2ccc(Cl)cc2)ccc1=O)NCc1cccnc1	-2%	-11%	3%	-5%	3	0%	20	13	3%	5
25	COc1ccc(N(CC(=O)NCc2ccccc2)S(=O)(=O)c2c(C)nn(C)c2C)cc1	-2%	-3%	-1%	7%	-1	7%	-13	13	?	-3
26	O=c1[nH]c(C2CCN(S(=O)(=O)c3ccccc3F)CC2)nc2c1nnn2Cc1ccc(F)cc1	-7%	3%	-1%	0%	-3	-10%	-8	-6	-4%	0
27	N#CCCN(C(=O)COC(=O)c1cc2ccccc2oc1=O)c1ccccc1	-8%	/	/	42%	/	8%	-8	-3	/	0
28	c1ccc(CN2CCN(c3ncccn3)CC2)nc1	2%	-2%	1%	/	3	/	/	/	0%	/
29	COC(=O)C1=C(C)N(Cc2ccco2)C(=O)N[C@H]1c1ccc(Br)cc1	-16%	18%	/	/	4&5	/	/	/	-19%	9
30	O=C1C2CCCN2C(c2ccccc2)N1c1cccc(Cl)c1 (stereo not given)	6%	-5%	2%	-1%	2	0%	-3	-5	4%	3
31	O=C(COC(=O)c1ccco1)Nc1cccc(S(=O)(=O)N2CCCCC2)c1	6%	/	/	-25%	/	-3%	4	14	/	/
32	Cc1csc(N2CCCC2=O)n1	2%	0%	6%	31%	3	5%	-6	10	-8%	-10
33	C[C@@H](C(=O)NC1CCCCC1)N1C(=O)N2CCc3c([nH]c4ccccc34)[C@@]2(C)C1=O	-9%	1%	/	-15%	1	-2%	7	2	-12%	0
34	N#Cc1nc(-c2ccccc2F)oc1N1CCCCC1	5%	6%	-1%	-16%	-1	2%	/	18	5%	18
35	CC1(C)CC(=O)C(C=NCCN2CCNCC2)=C(O)C1	-1%	-1%	-2%	21%	0	6%	-3	-1	-5%	-1
36	O=C(NCC1CCCO1)C1CCCN(S(=O)(=O)c2cccc3nsnc23)C1 (stereo not given)	0%	-3%	0%	-8%	0	3%	1	5	?	-1
37	O=C(COc1ccc([N+](=O)[O-])cc1)Nc1ccc2c(c1)CCC2	7%	/	/	?	/	-2%	-1	-21	/	18
38	Cc1nn(-c2ccc(F)cc2)c2nc(N)c(C#N)c(-c3cccs3)c12	0%	14%	0%	18%	-1	29%	5	-11	?	0
39	Cc1oc(-c2ccccc2F)nc1CS(=O)CC(=O)NCc1ccccn1 (stereo not given)	0%	15%	-1%	7%	/	2%	-16	6	-1%	2
40	CN(C)C(CNC(=O)c1ccc([N+](=O)[O-])cc1Cl)c1ccco1 (stereo not given)	2%	15%	0%	-32%	0	2%	-11	4	?	1
41	COc1nc(-c2ccc(Cl)cc2)ccc1-c1noc(-c2cccs2)n1	23%	2%	2%	-15%	6	7%	2	15	3%	1
42	O=C1CSC(c2ccc([N+](=O)[O-])cc2)N1Cc1ccccc1 (stereo not given)	11%	-3%	-2%	22%	3	-1%	16	4	?	11
43	CCOc1ccc(-n2c(=O)c3sccc3n(CC(=O)NC3CCCCC3)c2=O)cc1	-2%	13%	7%	33%	-2	0%	-2	0	4%	0
44	CC(C)(C)n1nc2c(c1NC(=O)c1ccc(Cl)c([N+](=O)[O-])c1)CS(=O)(=O)C2	-4%	15%	17%	-6%	2	-1%	-18	-4	?	2
45	Cc1ccc(C)c(/C(O)=C2\C(=O)C(=O)N(CCCn3ccnc3)C2c2cccnc2)c1 (stereo not given)	5%	-7%	-2%	42%	-1	7%	12	-18	?	2

Screens: PubChem BioAssay, National Center for Advancing Translational Sciences (NCATS)
